Tb MetRS inh = blocks T. brucei methionyl-tRNA synthetase activity; AID 624268; purified T. brucei MetRS, ATP depletion, Kinase-Glo luminescence; inhibition, % at 11.9 µM; hit rate 0.4% among 360,000;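 active = inhibition above a per-plate cutoff of the control wells' mean inhibition plus 3 SD, cut at about 5.5% in these data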;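 note: 0% = DMSO wells median and 100% = median of wells with control inhibitor compound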
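Dosing: 11.9 µM single point; system: parasite MetRS enzyme; technique: luminescence of leftover ATP; times: 15 min enzyme-compound preincubation, 2 h reaction, 10 min detection, 25 °C; replicates: each compound tested once; read-out basis: percent inhibition relative to median high and low control wells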
MsrA act = bovine methionine sulfoxide reductase A activation | activation, % at 10.6 µM | hit rate 0.3% among 360,000 | purified bovine MsrA, absorbance read-out; in the data active = activation above about 7.5%;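 note: 0% = vehicle and 100% = reference activator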
CSN deneddyl inh = CSN deneddylation inhibition. Purified CSN, SCF-Nedd8-OG deneddylation, fluorescence polarization. inhibition, % at 12.5 µM. hit rate 0.38% among 360,000. AID 651999;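 active = pattern-corrected inhibition above about 35%, with an unprinted fluorescence ratio check between 0.5 and 1.5, limit read from the data, passing the limit was not always enough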;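 note: 0% = enzyme with substrate and 100% = substrate without enzyme; some results filed as inactive read as strong as hits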
Target sequence (Q92905 whole entry, looked up, one chain of several): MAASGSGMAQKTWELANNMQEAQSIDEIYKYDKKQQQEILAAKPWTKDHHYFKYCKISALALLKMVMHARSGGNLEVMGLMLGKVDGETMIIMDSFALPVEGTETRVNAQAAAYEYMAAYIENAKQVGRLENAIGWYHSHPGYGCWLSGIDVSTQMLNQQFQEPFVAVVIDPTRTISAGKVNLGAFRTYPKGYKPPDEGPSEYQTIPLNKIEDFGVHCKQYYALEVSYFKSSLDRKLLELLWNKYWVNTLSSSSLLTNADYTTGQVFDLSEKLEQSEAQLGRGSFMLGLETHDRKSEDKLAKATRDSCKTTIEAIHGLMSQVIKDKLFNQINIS
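Test system: Human Csn5 produced in HEK293T cells | Compound: 12.5 µM single point | Times: 90 min, room temperature | Signal: Fluorescence polarization readout | Read-out basis: % inhibition of substrate cleavage by Csn5 | Controls: no-enzyme wells high, enzyme-with-substrate wells low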
Rin1 Abl inh = inhibitors of human Rin1-Abl protein interaction. P00519+Q13671. TR-FRET Rin1/Abl binding, biochemical. inhibition, % at 7.35 µM. hit rate 0.4% among 360,000; in the data active = inhibition above about 5%, passing the limit was not always enough
MsrA inh = inhibitors of bovine MsrA; AID 651718; purified bovine MsrA, absorbance read-out; inhibition, % at 15.5 µM; hit rate 0.75% among 360,000; in the data active = inhibition above about 4.5%;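 note: 0% = vehicle wells with enzyme and 100% = reference inhibitor wells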
Neddylation inh = blocks human cullin neddylation; hit rate 0.58% among 360,000; calls only at 25 µM; TR-FRET cullin neddylation, biochemical; AID 651699; P61081+Q13564; in the data active = inhibition above about 36%
PABP1 MLLE inh = inhibitors of microRNA-mediated deadenylation, human PABP1 MLLE binding; P11940; GST-MLLE / FITC-PAM2 fluorescence polarization; inhibition, % at 20 µM; hit rate 0.36% among 360,000; in the data active = inhibition above about 35%, passing the limit was not always enough;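 note: plate controls were DMSO wells with GST-MLLE for no effect and wells lacking GST-MLLE protein for full effect; some results filed as inactive read as strong as hits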
eLon inh = inhibits E. coli Lon protease; P0A9M0; purified E. coli Lon protease, fluorescence polarization; inhibition, % at 7.94 µM; hit rate 0.42% among 360,000; in the data active = inhibition above about 13%, passing the limit was not always enough;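 note: 0% = enzyme with probe and DMSO and 100% = no enzyme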
Target sequence (P0A9M0 whole entry, looked up): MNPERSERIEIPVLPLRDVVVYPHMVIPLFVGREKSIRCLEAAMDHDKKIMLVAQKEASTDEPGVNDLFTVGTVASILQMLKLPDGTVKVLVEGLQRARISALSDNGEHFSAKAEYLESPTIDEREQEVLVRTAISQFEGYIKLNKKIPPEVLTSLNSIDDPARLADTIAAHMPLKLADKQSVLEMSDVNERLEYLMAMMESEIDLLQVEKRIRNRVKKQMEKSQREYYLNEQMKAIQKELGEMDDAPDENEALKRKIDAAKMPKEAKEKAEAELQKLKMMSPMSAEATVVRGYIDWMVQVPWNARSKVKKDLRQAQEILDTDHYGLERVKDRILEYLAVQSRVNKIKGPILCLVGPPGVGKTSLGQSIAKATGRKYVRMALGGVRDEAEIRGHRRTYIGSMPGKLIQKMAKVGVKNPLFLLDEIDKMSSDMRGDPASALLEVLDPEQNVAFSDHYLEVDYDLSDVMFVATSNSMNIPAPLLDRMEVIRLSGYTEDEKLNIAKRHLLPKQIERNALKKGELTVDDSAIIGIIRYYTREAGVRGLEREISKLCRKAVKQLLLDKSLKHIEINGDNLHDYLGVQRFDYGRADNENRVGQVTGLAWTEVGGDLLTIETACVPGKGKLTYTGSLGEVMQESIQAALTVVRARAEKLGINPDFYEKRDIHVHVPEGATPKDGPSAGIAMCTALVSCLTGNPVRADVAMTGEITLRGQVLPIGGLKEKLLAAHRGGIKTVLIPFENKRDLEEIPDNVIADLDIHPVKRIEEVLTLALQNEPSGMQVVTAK
FAS TE block = blocks the thioesterase domain of human fatty acid synthase. recombinant FAS-TE, OMFH fluorogenic substrate, fluorescence endpoint. inhibition, % at 15 µM. hit rate 0.67% among 360,000. AID 602261;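 active = compounds whose normalised, plate-corrected inhibition of enzyme fluorescence in the single-dose primary screen is 50% or more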;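 note: 0% = DMSO with enzyme and 100% = substrate without enzyme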
* marks the source's active call; other numbers are inactive results.

How did O=C(c1cc(-c2ccc(Cl)cc2)n(-c2ccc(Cl)c(Cl)c2)n1)N1CCOCC1 do in these assays?
Tb MetRS inh: -1.5; MsrA act: -2.6; CSN deneddyl inh: 1.0; Rin1 Abl inh: -4.0; MsrA inh: -0.9; Neddylation inh: inactive; PABP1 MLLE inh: 16.8; eLon inh: 13.7; FAS TE block: 31.0

How did CCn1cc(C(=O)NCCCOC)c(=O)c2cc(S(=O)(=O)N(C)C3CCCCC3)ccc21 do in these assays?
Tb MetRS inh: 0.6; MsrA act: -2.1; CSN deneddyl inh: 0.3; Rin1 Abl inh: -5.0; MsrA inh: 1.8; Neddylation inh: inactive; PABP1 MLLE inh: -0.1; eLon inh: 1.4; FAS TE block: 4.2

How did O=C1NC[C@H](Cc2ccc(O)cc2)N(C[C@@H]2CCCN2C[C@H](Cc2ccccc2)N2C[C@H](Cc3ccc(O)cc3)N(CC3CCCCC3)C(=O)C2=O)C1=O do in these assays?
Tb MetRS inh: -0.3; MsrA act: -2.3; CSN deneddyl inh: -2.0; MsrA inh: -0.4; Neddylation inh: inactive; eLon inh: 7.2; FAS TE block: 13.9

What do the screens show for `Cc1ccc2[nH]c(C)c(CCNC(=O)NC3CCCCC3)c2c1`?
Tb MetRS inh: 0.1; MsrA act: -2.7; CSN deneddyl inh: -6.5; Rin1 Abl inh: -1.7; MsrA inh: 1.1; Neddylation inh: inactive; PABP1 MLLE inh: 2.5; eLon inh: -5.8; FAS TE block: -0.4

Results for CC(C)NC(=O)COc1coc(CN2CCN(C(=O)c3ccco3)CC2)cc1=O ?
Tb MetRS inh: -0.2; MsrA act: -0.8; CSN deneddyl inh: 8.3; Rin1 Abl inh: -0.5; MsrA inh: 1.0; Neddylation inh: inactive; PABP1 MLLE inh: 15.0; eLon inh: -1.9; FAS TE block: -5.5

Results for O=C(COC(=O)c1cc([N+](=O)[O-])ccc1Cl)NCCc1ccccc1 ?
Tb MetRS inh: 0.7; MsrA act: -0.8; CSN deneddyl inh: 0.7; Rin1 Abl inh: 2.5; MsrA inh: 0.0; Neddylation inh: inactive; PABP1 MLLE inh: 13.5; eLon inh: -8.3; FAS TE block: 76.1*

What do the screens show for `CN(CCCCN1CCOCC1)Cc1nc(-c2ccc3c(c2)OCO3)no1`?
Tb MetRS inh: -0.7; MsrA act: -3.2; CSN deneddyl inh: -5.1; Rin1 Abl inh: 0.6; MsrA inh: -1.2; Neddylation inh: inactive; PABP1 MLLE inh: -2.4; eLon inh: -2.1; FAS TE block: -1.1

What do the screens show for `Cc1cc(C)nc(NS(=O)(=O)c2ccc(NC(=O)Cc3ccccc3F)cc2)n1`?
Tb MetRS inh: 0.3; MsrA act: -2.8; CSN deneddyl inh: -2.0; Rin1 Abl inh: 3.8; MsrA inh: -2.6; Neddylation inh: inactive; PABP1 MLLE inh: -13.9; eLon inh: -6.1; FAS TE block: -6.9

Results for O=C(c1cccc(C(=O)N2CCN(c3ncccn3)CC2)c1)N1CCN(c2ncccn2)CC1 ?
Tb MetRS inh: -0.7; MsrA act: 0.6; CSN deneddyl inh: -1.9; Rin1 Abl inh: 6.3; MsrA inh: -0.2; Neddylation inh: inactive; PABP1 MLLE inh: 6.5; eLon inh: -3.6; FAS TE block: -2.7

What do the screens show for `Cc1ccc(N(C(=O)c2ccc(Br)o2)C2C=CS(=O)(=O)C2)cc1` (stereo not drawn)?
Tb MetRS inh: -0.8; MsrA act: -6.8; CSN deneddyl inh: -1.3; Rin1 Abl inh: 2.7; MsrA inh: -0.6; Neddylation inh: inactive; PABP1 MLLE inh: 8.1; eLon inh: -7.9; FAS TE block: -6.6

Results for Cc1ccc(S(=O)(=O)N2CCOCC2)cc1C(=O)OCc1nnc(-c2ccccc2)o1 ?
Tb MetRS inh: -0.5; MsrA act: -5.0; CSN deneddyl inh: 4.2; Rin1 Abl inh: 3.4; MsrA inh: -2.1; Neddylation inh: inactive; PABP1 MLLE inh: -12.7; eLon inh: -4.6; FAS TE block: 15.3

Results for Cc1ccc(NC(=O)COC(=O)C2CSC3(C)CCC(=O)N23)c(C)c1 (stereo not drawn) ?
Tb MetRS inh: -0.5; MsrA act: -6.9; CSN deneddyl inh: -2.6; Rin1 Abl inh: 0.8; MsrA inh: -0.1; Neddylation inh: inactive; PABP1 MLLE inh: 4.9; eLon inh: -3.7; FAS TE block: -7.2

Results for CC(C)(C)C(=O)Nc1ccc(Cc2ccncc2)cc1 ?
Tb MetRS inh: -0.8; MsrA act: -5.0; CSN deneddyl inh: 4.9; Rin1 Abl inh: -4.3; MsrA inh: -0.7; Neddylation inh: inactive; PABP1 MLLE inh: -13.1; eLon inh: -1.1; FAS TE block: -5.5

How did CCOc1cc(/C=N/NC(=O)C(=O)NC)cc(Br)c1O do in these assays?
Tb MetRS inh: -0.2; MsrA act: -6.0; CSN deneddyl inh: -5.8; Rin1 Abl inh: -1.1; MsrA inh: 3.4; Neddylation inh: inactive; PABP1 MLLE inh: -3.7; eLon inh: 3.2; FAS TE block: -10.8

What do the screens show for `Nc1[nH]c(C(=O)c2ccccc2)c(-c2ccc(Cl)cc2)c1C(=O)NCc1ccccc1`?
Tb MetRS inh: -1.7; MsrA act: -4.4; CSN deneddyl inh: -3.6; MsrA inh: 0.2; Neddylation inh: inactive; eLon inh: 2.1; FAS TE block: -5.0

How did Cc1ccccc1-n1nc(C(=O)O)c(C)c(C#N)c1=O do in these assays?
Tb MetRS inh: 0.5; MsrA act: -2.3; CSN deneddyl inh: 3.8; Rin1 Abl inh: 0.1; MsrA inh: 2.1; Neddylation inh: inactive; PABP1 MLLE inh: -3.1; eLon inh: -4.2; FAS TE block: -4.5

What do the screens show for `COc1ccc(CN(C(=O)c2nsc(Cl)c2Cl)C(C(=O)NC2CCCCC2)c2ccc(OC)cc2)cc1` (stereo not drawn)?
Tb MetRS inh: -1.6; MsrA act: -2.1; CSN deneddyl inh: 1.1; Rin1 Abl inh: 0.1; MsrA inh: 1.6; Neddylation inh: inactive; PABP1 MLLE inh: -0.9; eLon inh: -7.7; FAS TE block: 30.6

What do the screens show for `Cc1ccc(C(=O)NCCCNc2ccccc2[N+](=O)[O-])cc1`?
Tb MetRS inh: -0.1; MsrA act: -1.5; CSN deneddyl inh: -1.6; Rin1 Abl inh: -3.3; MsrA inh: 0.5; Neddylation inh: inactive; PABP1 MLLE inh: 7.2; eLon inh: -0.7; FAS TE block: 25.3

How did CC(C)CC(=O)Nc1ccc(C(=O)CN2CCC(C)CC2)cc1 do in these assays?
Tb MetRS inh: -0.2; MsrA act: -3.8; CSN deneddyl inh: 3.2; Rin1 Abl inh: -2.5; MsrA inh: 1.0; Neddylation inh: inactive; PABP1 MLLE inh: -4.0; eLon inh: 0.8; FAS TE block: -7.1

Results for CCc1ccc2c(c1)C1(SC(NC(C)=O)=NN1C(C)=O)C(=O)N2C(C)C (stereo not drawn) ?
Tb MetRS inh: -0.7; MsrA act: -3.5; CSN deneddyl inh: 2.9; Rin1 Abl inh: 1.1; MsrA inh: 0.5; Neddylation inh: inactive; PABP1 MLLE inh: 14.8; eLon inh: 6.1; FAS TE block: 0.0

Continued, overlapping the part above by three compounds.
What do the screens show for `Cc1ccc(C(=O)NCCCNc2ccccc2[N+](=O)[O-])cc1`?
Tb MetRS inh: -0.1; MsrA act: -1.5; CSN deneddyl inh: -1.6; Rin1 Abl inh: -3.3; MsrA inh: 0.5; Neddylation inh: inactive; PABP1 MLLE inh: 7.2; eLon inh: -0.7; FAS TE block: 25.3

How did CC(C)CC(=O)Nc1ccc(C(=O)CN2CCC(C)CC2)cc1 do in these assays?
Tb MetRS inh: -0.2; MsrA act: -3.8; CSN deneddyl inh: 3.2; Rin1 Abl inh: -2.5; MsrA inh: 1.0; Neddylation inh: inactive; PABP1 MLLE inh: -4.0; eLon inh: 0.8; FAS TE block: -7.1

Results for CCc1ccc2c(c1)C1(SC(NC(C)=O)=NN1C(C)=O)C(=O)N2C(C)C (stereo not drawn) ?
Tb MetRS inh: -0.7; MsrA act: -3.5; CSN deneddyl inh: 2.9; Rin1 Abl inh: 1.1; MsrA inh: 0.5; Neddylation inh: inactive; PABP1 MLLE inh: 14.8; eLon inh: 6.1; FAS TE block: 0.0

How did CCC1(C)Cc2c(sc3[nH]c(=O)[nH]c(=O)c23)CS1 (stereo not drawn) do in these assays?
Tb MetRS inh: -0.2; MsrA act: -4.5; CSN deneddyl inh: -2.5; Rin1 Abl inh: -1.3; MsrA inh: 1.2; PABP1 MLLE inh: 32.3; eLon inh: 9.3; FAS TE block: -6.7

How did COc1ccccc1C(=O)Nc1ccc2c(c1)nc1n2CCN(C2CCCCC2)C1 do in these assays?
Tb MetRS inh: -0.4; MsrA act: -4.1; CSN deneddyl inh: 7.8; Rin1 Abl inh: 1.9; MsrA inh: 0.5; Neddylation inh: inactive; PABP1 MLLE inh: -35.1; eLon inh: -13.7; FAS TE block: 2.5

How did COc1cc2cc(C(c3nnnn3C3CCCC3)N(C)C3CCCCC3)c(=O)[nH]c2cc1OC (stereo not drawn) do in these assays?
Tb MetRS inh: 0.5; MsrA act: -1.8; CSN deneddyl inh: -1.6; Rin1 Abl inh: -4.1; MsrA inh: 1.2; Neddylation inh: inactive; PABP1 MLLE inh: -7.3; eLon inh: -0.6; FAS TE block: 6.2

How did O=C(NCC(=O)N(Cc1ccc(F)cc1)C(C(=O)NC1CCCC1)c1ccco1)c1ccco1 (stereo not drawn) do in these assays?
Tb MetRS inh: -0.1; MsrA act: 1.1; CSN deneddyl inh: 0.5; Rin1 Abl inh: -2.5; MsrA inh: 2.7; Neddylation inh: inactive; PABP1 MLLE inh: 3.4; eLon inh: -9.2; FAS TE block: -2.6

What do the screens show for `Cc1noc(C)c1C(=O)OCC(=O)N(C)C1CCS(=O)(=O)C1` (stereo not drawn)?
Tb MetRS inh: 0.0; MsrA act: -2.7; CSN deneddyl inh: 1.1; Rin1 Abl inh: 2.2; MsrA inh: 0.5; Neddylation inh: inactive; PABP1 MLLE inh: 4.7; eLon inh: 0.0; FAS TE block: -3.0

What do the screens show for `COC1OC2COC(c3ccccc3)OC2C(O)C1N` (stereo not drawn)?
Tb MetRS inh: 0.1; MsrA act: 0.8; CSN deneddyl inh: 1.7; Rin1 Abl inh: -0.5; MsrA inh: 0.0; Neddylation inh: inactive; PABP1 MLLE inh: -1.8; eLon inh: 2.4; FAS TE block: -6.3

What do the screens show for `Cc1cccc(NC(=O)CSCC(=O)N=c2sccn2C)c1`?
Tb MetRS inh: -0.6; MsrA act: -8.0; CSN deneddyl inh: 0.0; Rin1 Abl inh: 2.8; MsrA inh: -0.4; Neddylation inh: inactive; PABP1 MLLE inh: 7.6; eLon inh: -6.2; FAS TE block: -9.5

How did O=C(Nc1cccc(Cl)c1)C1C2CCC3C(CCC21)C3(Cl)Cl (stereo not drawn) do in these assays?
Tb MetRS inh: 0.5; MsrA act: -5.6; CSN deneddyl inh: -6.8; Rin1 Abl inh: 0.7; MsrA inh: -0.7; Neddylation inh: inactive; PABP1 MLLE inh: -20.2; eLon inh: 7.7; FAS TE block: 34.8

What do the screens show for `COc1ccc(NC(=O)C(c2ccc(C)cc2)N(C)C(=O)c2cnccn2)cc1` (stereo not drawn)?
Tb MetRS inh: -0.7; MsrA act: -1.5; CSN deneddyl inh: -5.1; Rin1 Abl inh: -1.5; MsrA inh: -0.2; Neddylation inh: inactive; PABP1 MLLE inh: 6.0; eLon inh: -1.1; FAS TE block: 2.3

Results for CC(Sc1nnc(-c2ccco2)n1-c1ccccc1)C(=O)NCC1CCCO1 (stereo not drawn) ?
Tb MetRS inh: -0.3; MsrA act: -5.0; CSN deneddyl inh: 0.0; Rin1 Abl inh: 1.1; MsrA inh: 1.7; Neddylation inh: inactive; PABP1 MLLE inh: -8.0; eLon inh: -1.6; FAS TE block: -5.3

Screening results (PubChem BioAssay)
